TrxR1 substrate: qHTS Assay for Substrates of Mammalian Selenoprotein Thioredoxin Reductase 1 (TrxR1): qHTS; Thioredoxin reductase 1, cytoplasmic (Rattus norvegicus), O89049; purified TrxR1 substrate turnover, NADPH consumption readout; Potency, µM (top dose mostly 114 µM), for inactives: top-dose activity change, negative = substrate turnover; hit rate 0.01% among 390,000; AID 588456, 2011; also: potency is read from the fitted curve at half-maximal effect; % is scaled to controls: 0 for no effect and ±100 for the full control effect; nearly all actives have a fitted effect of over 50% in size
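Rat TrxR1, dispensed at 90 nM, was prereduced with 400 uM NADPH (final) for 5 min at ~22 deg C, then incubated with compound 15 min before 400 uM selenite. A first-read NADPH fluorescence drop versus no-compound background flagged substrates.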
PI4K2A block: qHTS for small molecular inhibitors of PI4K2A; Phosphatidylinositol 4-kinase type 2-alpha (Homo sapiens), Q9BTU6; purified PI4K2A, ADP-Glo luminescence, 1 h; active compounds read low; activity change, negative = inhibition, % at 76.9 µM; hit rate 0.13% among 420,000; AID 1346378, 2018; in the data active = activity change below about -50%; inconclusive = mostly about -30% to -49%;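 also: -100% = wells without enzyme as full effect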
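ADP-Glo luminescence measured ADP generated by PI4K2A enzyme (4 ug/mL before mixing) with 1.2 mM PI substrate (pre-mix) and 300 microM ATP (pre-mix). Tris pH7.5 buffer with MgCl2, Triton X-100; 1 h reaction at ambient temperature.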
IDH1 R132H inh: qHTS for Inhibitors of mutant isocitrate dehydrogenase 1 (IDH1): qHTS; Potency, µM (top dose mostly 76.6 µM), without a hit: top-dose activity change, negative = inhibition, usual class: inhibitors; AID 602179, 2012; hit rate 0.093% among 390,000; IDH1-R132H enzyme, NADPH consumption, diaphorase/resazurin fluorescence; Isocitrate dehydrogenase [NADP] cytoplasmic (Homo sapiens), O75874; also: potency is read from the fitted curve at half-maximal effect; % is scaled to controls: 0 for no effect and ±100 for the full control effect; nearly all actives have a fitted effect of over 65% in size
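IDH1-R132H (0.5 ug/mL) preincubated 30 min with compound, then NADPH (0.016 mM) and alpha-KG (2 mM) added; 80 min at RT, pH 7.5. Remaining NADPH coupled via diaphorase/resazurin to fluorescence (540/590 nm); concentration-response curves normalized to no-enzyme control.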
rTrxR1 inhibitor: qHTS Assay for Inhibitors of Mammalian Selenoprotein Thioredoxin Reductase 1 (TrxR1): qHTS; hit rate 1% among 390,000; AID 588453, 2011; Thioredoxin reductase 1, cytoplasmic (Rattus norvegicus), O89049; Potency, µM (doses to about 114 µM), for the others: at the top dose activity change, negative = inhibition, actives largely listed as inhibitors; recombinant rTrxR1, NADPH fluorescence consumption, selenite substrate; also: potency is read from the fitted curve at half-maximal effect; % is scaled to controls: 0 for no effect and ±100 for the full control effect; nearly all actives have a fitted effect of over 65% in size
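Rat TrxR1 (90 nM in the dispensed reagent) was pre-reduced with 400 uM NADPH for 5 min at room temperature, then incubated with compound for 15 min. After 400 uM selenite was added, NADPH fluorescence (Ex 340/Em 450 nm) was followed for 8 min.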
USP1-UAF1 inh: Inhibitors of USP1/UAF1: Primary Screen; AID 743255, 2014; recombinant USP1/UAF1, Ub-Rhodamine cleavage fluorescence; Potency, µM (top dose mostly 57.1 µM), inactives show at the top dose activity change, negative = inhibition, usual class: inhibitors; hit rate 0.23% among 390,000; Ubiquitin carboxyl-terminal hydrolase 1 (Homo sapiens), O94782; also: potency is read from the fitted curve at half-maximal effect; % is scaled to controls: 0 for no effect and ±100 for the full control effect; nearly all actives have a fitted effect of over 60% in size; inactives centre near -12
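Step one: compound is pinned into 1nM USP1/UAF1 in HEPES pH 7.8 buffer with TCEP. Step two: 15 min room-temperature incubation. Step three: Ub-Rho (150nM final) starts cleavage, tracked by fluorescence over six one-minute reads.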
Pin1 inhibitor: qHTS Assay to Find Inhibitors of Pin1. Peptidyl-prolyl cis-trans isomerase NIMA-interacting 1 (Homo sapiens), Q13526. Pin1 FP peptide displacement, HiFluor488, 10 min. Potency, µM (series often up to 115 µM), for the others: top-dose activity, negative = inhibition, hits mostly inhibitors. hit rate 0.009% among 390,000; active = well fitted inhibition curve with a large enough effect in the polarisation, with a control signal flat, not every such curve was filed as active; inconclusive = small, poorly fitted or top-dose-only effect, or effect the other way, or a change in a side signal; inactive = no such curve, though single readings can be large or run the other way; the % refers to the polarisation; also: potency is read from the fitted curve at half-maximal effect; % is scaled to controls: 0 for no effect and ±100 for the full control effect
Target sequence (Q13526 whole entry, looked up): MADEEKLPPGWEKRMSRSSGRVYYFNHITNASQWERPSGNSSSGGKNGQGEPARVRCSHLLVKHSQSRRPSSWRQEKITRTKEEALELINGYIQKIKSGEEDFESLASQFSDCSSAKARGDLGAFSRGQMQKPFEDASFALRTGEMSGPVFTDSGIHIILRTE
GLS inh: qHTS for Inhibitors of Glutaminase (GLS); AID 624170, 2012; Glutaminase kidney isoform, mitochondrial (Homo sapiens), O94925; Potency, µM (doses to about 45.5 µM), inactives show at the top dose activity change, negative = inhibition, hits mostly inhibitors; hit rate 0.21% among 410,000; GLS enzymatic activity, qHTS titration; also: potency is read from the fitted curve at half-maximal effect; % is scaled to controls: 0 for no effect and ±100 for the full control effect
Target sequence (O94925 whole entry, looked up, canonical isoform): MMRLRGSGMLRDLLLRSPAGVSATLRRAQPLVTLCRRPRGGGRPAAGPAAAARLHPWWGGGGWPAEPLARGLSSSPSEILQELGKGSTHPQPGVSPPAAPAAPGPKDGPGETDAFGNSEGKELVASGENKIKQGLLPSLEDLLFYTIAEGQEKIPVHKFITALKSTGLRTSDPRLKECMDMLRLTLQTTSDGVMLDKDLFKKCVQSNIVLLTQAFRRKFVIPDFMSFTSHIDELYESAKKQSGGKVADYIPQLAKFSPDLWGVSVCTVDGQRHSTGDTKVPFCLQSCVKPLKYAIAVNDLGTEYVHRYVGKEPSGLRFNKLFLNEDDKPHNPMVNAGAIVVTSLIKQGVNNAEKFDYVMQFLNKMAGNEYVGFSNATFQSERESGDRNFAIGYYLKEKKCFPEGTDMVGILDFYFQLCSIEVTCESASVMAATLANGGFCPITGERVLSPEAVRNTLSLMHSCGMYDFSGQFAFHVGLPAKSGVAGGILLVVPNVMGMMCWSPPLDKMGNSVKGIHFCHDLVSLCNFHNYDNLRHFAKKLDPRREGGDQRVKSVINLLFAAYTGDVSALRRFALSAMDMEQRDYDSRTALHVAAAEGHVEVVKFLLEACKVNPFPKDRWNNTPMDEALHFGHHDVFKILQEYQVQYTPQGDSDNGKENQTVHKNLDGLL
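hKGA in 45 mM KH2PO4 (pH 8.2), 0.02% Tween-20 with compound, then 1mM L-Glutamine (stock as added) plus glutamate oxidase/HRP/Amplex red coupling mix. Fluorescence read initially and after 30 min at RT; signal change reflects glutamate formation.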
HP1b binding inh: HTS for Inhibitors of HP1-beta Chromodomain Interactions with Methylated Histone Tails | Chromobox protein homolog 1 (Homo sapiens), P83916 | AlphaScreen HP1-beta / biotin-H3K9me3 peptide binding | AID 540317, 2011 | Potency, µM (doses to about 114 µM), for inactives: at the top dose activity change, negative = inhibition, hits mostly inhibitors | hit rate 0.56% among 390,000; also: potency is read from the fitted curve at half-maximal effect; nearly all actives have a fitted effect of over 70% in size; inactives centre near 23
Target sequence (P83916 whole entry, looked up): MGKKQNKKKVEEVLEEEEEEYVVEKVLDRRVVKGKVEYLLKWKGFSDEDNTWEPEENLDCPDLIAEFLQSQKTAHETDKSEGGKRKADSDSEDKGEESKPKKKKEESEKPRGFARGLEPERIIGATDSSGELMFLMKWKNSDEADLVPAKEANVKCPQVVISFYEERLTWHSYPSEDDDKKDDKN
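AlphaScreen: HP1-beta (50 nM) preformed 30 min with biotin-H3(1-18)K9me3 peptide (50 nM) in PBS pH 7.4, 0.01% Tween-20. Compound added for 30 min at RT, then streptavidin donor/nickel chelate acceptor beads (10 ug/mL) for 30 min.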
PGK inhibitor: qHTS Assay to Find Inhibitors of Phosphoglycerate Kinase. Phosphoglycerate kinase, glycosomal (Trypanosoma brucei brucei), P07378. PGK/GAPDH coupled, Kinase-Glo luminescence, 60 min. Potency, µM (series often up to 57.5 µM), inactives show at the top dose activity change, negative = inhibition, usual class: inhibitors. hit rate 0.043% among 380,000; also: potency is read from the fitted curve at half-maximal effect; % is scaled to controls: 0 for no effect and ±100 for the full control effect; nearly all actives have a fitted effect of over 60% in size
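Luminescent ATP detection (Kinase-Glo Plus) follows a 60-minute room-temperature incubation, with wells lacking PGK as controls. Buffer: 100 mM TEA (pH 7.6), 5 mM MgCl2, 0.01% Tween-20. Coupling enzyme GAPDH (100 nM final) supplies unstable 1,3-BPG in-well.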
* hit, by the source's call; i = inactive; ? = inconclusive; nt = not tested or not shown; & = joins results of further samples; [ ] = another dose, or the depositor's remark. Unless noted, calls follow the shape of the dose curve; as a rule, active = well fitted curve in the direction sought with a large enough effect; inconclusive = small, poorly fitted or top-dose-only effect, or another doubt; inactive = no such curve, though single readings can be large; an effect the other way counts as inactive or inconclusive.

item	SMILES	Pin1 inhibitor	rTrxR1 inhibitor	HP1b binding inh	GLS inh	USP1-UAF1 inh	IDH1 R132H inh	PI4K2A block	PGK inhibitor	TrxR1 substrate
1	COc1ccc(C(CC(=O)N2CCCCC2)C(C)C)cc1 (centres undefined)	-2.3%	22.0%[57.1 µM]	16.0%	15.7%	-13.2%	-0.1%	-0.6	-1.9%	5.8%[57.1 µM]
2	CC(=O)Nc1ccc(NC(=O)Cn2ccc([N+](=O)[O-])n2)cc1	0.2%	11.9%	35.2%	-8.3%	-9.4%	-7.5%	0.6	-10.6%	-2.6%
3	CN1CCN(CC#CC(C)(O)C2CC3C=CC2C3)CC1 (centres undefined)	-11.2%	-8.8%[11.4 µM]	21.5%	-0.9%	-3.9%	4.9%	-19.1	i	-4.5%[11.4 µM]
4	CCc1cc2c(=O)c(-c3ccc4c(c3)OCO4)coc2c(CN(C)C)c1O	-3.3%	7.9%	32.5%[activator]	3.2%	-16.3%	-2.5%	1.5	nt	19.5%
5	O=C1CCCc2c1nc(-c1ccco1)n2O	-3.6%	-6.8%[57.1 µM]	18.9%	1.0%	2.6%	-3.1%	5.5	-3.2%	17.4%[57.1 µM]
6	Cc1[nH]c(=S)n(CC2CCCO2)c1C (centres undefined)	-15.4%	-14.2%	-16.1%	23.2%	-11.7%	-2.8%	6.3	2.9%	-4.5%
7	O=c1c2ccccc2c(=O)n2n1Cc1ccccc1C2	-2.4%	19.2%	32.4%	-3.4%	-24.3%	-2.9%	3.7	4.1%	5.2%
8	O=c1/c(=C\c2ccc(O)cc2)sc2nc(-c3ccccc3)c(-c3ccccc3)n12	18.4%	19.6%	49.9%[activator]	2.3%	-4.9%	-6.8%	1.7	-5.3%	-1.6%
9	Cn1c(CNC(=O)CNS(=O)(=O)c2ccc(F)cc2F)cc(=O)n(C)c1=O	-0.4%	20.3%	30.2%	-6.8%	-9.2%	2.7%	6.3	-11.4%	-0.4%
10	COc1ccc(C(=O)OCC2CC(c3ccccc3)=NO2)cc1OC (centres undefined)	-1.2%	1.0%	10.8%	?	-13.4%	-4.1%	3.8	-1.2%	-9.4%
11	COc1ccc(C(=O)CC(=O)C(=O)Nc2cc(OC)ccc2OC)cc1	-0.8%	-6.3%[57.1 µM]	-22.5%	?	-4.1%	6.5%	4.4	1.5%	-0.5%[57.1 µM]
12	O=C(Cc1ccc(NC2=NC3CS(=O)(=O)CC3S2)cc1)NCc1ccccc1Cl (centres undefined)	-0.4%	1.0%[57.1 µM]	47.4%[activator]	-2.5%	-8.8%	15.2%	-7.7	-3.8%	0.1%[57.1 µM]
13	Cc1[nH]c2ccccc2c1/C=N/Nc1ccccc1[N+](=O)[O-]	3.7%	21.3%[57.1 µM]	39.8µM*	?	-6.0%	11.3%	-11.0	-6.9%	-4.5%
14	CC(C)C(NC(=O)c1ccc(C(C)(C)C)cc1)C(=O)NC1=NCCS1 (centres undefined)	-10.1%	15.3%[57.1 µM]	24.2%	8.9%	-11.5%	-0.2%	0.9	-8.7%	-2.5%[57.1 µM]
15	CN(NC(=O)c1ccccc1F)c1ncccc1[N+](=O)[O-]	2.4%	-1.6%	42.8%[activator]	8.2%	2.7%	4.1%	0.8	-5.8%	-10.5%
16	CCOC(=O)N1CCc2c(sc3ncn(Cc4ccc(F)cc4)c(=O)c23)C1	-4.4%	6.9%[11.4 µM]	41.2%[activator]	0.0%	3.5%	9.0%	-1.4	0.2%	2.0%[11.4 µM]
17	O=C(c1ccccc1)N1CCN(CCc2ccccn2)CC1	-10.9%&-8.4%	20.3%&7.0%	46.6%&46.7%[activator]	0.7%&-3.4%	-18.8%&7.0%	12.5%&-5.0%	-2.3&-4.6	-5.0%&9.7%	12.6%&5.7%
18	O=C(NCCN1CCCC1)c1ccccc1Cl	13.2%	17.3%	19.2%	10.6%	-5.5%	-10.3%	0.3	-3.1%	0.6%
19	Cc1cccc(C)c1OCCn1nc(C(=O)O)c2ccccc2c1=O	-0.9%	17.3%[57.1 µM]	13.6%	5.2%	0.3%	2.5%	3.7	-5.4%	9.1%[57.1 µM]
20	COc1ccc2oc(=O)c(C(=O)NCCc3c(C)[nH]c4ccc(F)cc34)cc2c1	5.4%	4.8%	-2.4%	7.3%	-27.3%	6.1%	0.1	0.9%	0.7%

item	SMILES	Pin1 inhibitor	rTrxR1 inhibitor	HP1b binding inh	GLS inh	USP1-UAF1 inh	IDH1 R132H inh	PI4K2A block	PGK inhibitor	TrxR1 substrate
21	COc1cc(-c2nnc(SCCOc3ccc(Cl)cc3)o2)cc(OC)c1OC	2.5%	-4.3%	46.9%[activator]	-34.6%	?	2.8%	7.1	-0.1%	-5.1%
22	CCOCCCNC(=O)CN1C(=O)CSc2ccc(S(=O)(=O)N3CCOCC3)cc21	5.6%	-3.8%	53.0%[activator]	1.9%	-9.6%	1.5%	-0.1	-12.4%	2.0%
23	COc1ccc2oc(C(=O)OCC(=O)N(C)C3CCS(=O)(=O)C3)c(C)c2c1 (centres undefined)	3.1%	-6.6%	11.9%	12.3%	0.9%	1.8%	-3.8	-2.2%	103.2%[activator]
24	O=C(c1cc(S(=O)(=O)N2CCOCC2)ccc1Cl)N1CCOCC1	15.4%	-6.0%	5.6%	0.6%	-3.9%	5.1%	-3.5	-2.6%	-10.8%
25	c1ccc(NC2=NCCCCS2)cc1	1.3%	1.1%	6.0%	-15.8%	2.6%	4.8%	6.2	-2.9%	-3.4%
26	CCCCn1c(=O)[nH]c(=O)c2c1nc(-c1ccncc1)n2CCOC	-0.8%	-7.2%	30.8%	-11.6%	-10.1%	13.6%	0.2	-4.3%	13.3%
27	CCOC(=O)CNC(=O)CNC(=O)c1ccc(OCC(C)C)cc1	-3.9%	-0.8%[57.1 µM]	19.0%	-3.1%	-3.6%	0.4%	2.3	-3.7%	12.1%[57.1 µM]
28	O=C(O)C1CCC(N2C(=O)C3CCCCC3C2=O)CC1 (centres undefined)	-3.0%	0.0%	10.5%	nt	-6.4%	5.4%	-2.5	-10.9%	-4.4%
29	O=C(c1ccccc1-c1ccccc1)N1CCCCC1	-8.1%	0.3%	36.4%	-18.7%	-14.3%	12.7%	1.1	-7.1%	-6.5%
30	COCCn1c(-c2ccc(-c3ccccc3Cl)o2)nc2c1c(=O)[nH]c(=O)n2CC(C)C	?	?	11.3%	-3.3%	-16.1%	-3.4%	3.4	i	103.9%[activator]
31	CCCn1nc(NC(=O)c2cccs2)c2cc3cccc(C)c3nc21	0.6%	17.3%[57.1 µM]	132.5%[activator]	-15.0%	-11.5%	8.7%	3.7	-10.5%	10.1%
32	Cc1ccc(NC(=O)c2cc(-c3ccco3)on2)cc1	15.6%	12.1%	9.0%	-16.6%	2.0%	4.0%	-6.8	14.5%	29.6%
33	CCC(C)NC(=O)C1(NC(=O)Nc2ccccc2)CCCCC1 (centres undefined)	-1.9%	19.3%	?	-11.5%	-9.7%	2.4%	7.3	-1.0%	-3.0%
34	O=C(c1cnn(-c2ccccc2)c1-n1cccc1)N1CCN(C2CCCCC2)CC1	6.0%	5.1%[57.1 µM]	23.8%	0.4%	-24.2%	-1.5%	-1.6	10.5%	10.6%[57.1 µM]
35	Cc1cc(NC(=O)Nc2ccc(Cl)cc2)no1	-0.3%	20.4%	22.8%	-1.2%	-20.7%	0.0%	-2.0	-4.2%	5.5%
36	Cc1ccc(NC(=O)Cn2nnc(-c3ccccc3-n3cnnn3)n2)c(C)c1	7.7%	14.9%[57.1 µM]	36.0%	3.2%	2.3%	-0.6%	1.9	-0.4%	-5.2%
37	COc1cccc2c1OCC(CN1CCN(Cc3ccccc3)C(CCO)C1)=C2 (centres undefined)	3.9%	5.8%	4.1%	4.9%	-0.9%	-6.4%	-0.5	5.2%	0.8%
38	COc1cccc(CNC(=O)CCc2nnc3ccc(NCCCN4CCCC4=O)nn23)c1	7.4%	14.3%	30.1%	1.7%	-7.7%	12.5%	7.1	5.9%	5.4%
39	O=C(COC(=O)c1ccncc1)Nc1cc(S(=O)(=O)N2CCOCC2)ccc1Cl	0.3%	12.9%	42.4%[activator]	-7.4%	-21.5%	0.0%	-2.3	i	6.2%

Bioassay records: PubChem BioAssay, National Center for Advancing Translational Sciences (NCATS)

The list is partial; count on the stated rates, not on these rows.
